Tb PYK inh: qHTS of Trypanosoma Brucei Inhibitors | 410,000 compounds, 0.12% hits | pyruvate kinase (Trypanosoma brucei), Q57TT1 | AID 624173, 2012 | Potency, µM (top dose mostly 76.8 µM), inactives show top-dose activity, negative = inhibition, most hits filed as inhibitors | TbPYK enzyme, Kinase-Glo Plus ATP luminescence, 45 min; also: potency is read from the fitted curve at half-maximal effect; % is scaled to controls: 0 for no effect and ±100 for the full control effect; nearly all actives have a fitted effect of over 50% in size
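ADP (130 uM final) triggers the TbPYK reaction after compound addition; incubation is 45 min at room temperature. Kinase-Glo Plus is then added and luminescence imaged. Normalized data are fitted to concentration-effect curves.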
Pf growth 96h: Primary qHTS for delayed death inhibitors of the malarial parasite plastid, 96 hour incubation | 320,000 compounds, 6.9% hits | P. falciparum luciferase reporter growth, 96 h | Potency, µM (series often up to 28.7 µM), without a hit: at the highest dose activity change, negative = inhibition, hits mostly inhibitors | AID 504834, 2011; also: potency is read from the fitted curve at half-maximal effect; % is scaled to controls: 0 for no effect and ±100 for the full control effect
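Parasite growth measured via integrated firefly luciferase reporter in P. falciparum. Infected erythrocytes at 2% hematocrit, 0.05% parasitemia final were treated 96 hours at 37 C under 5% CO2, and luminescence was read.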
Shiga toxin inh: A qHTS for Small Molecule Inhibitors of Shiga Toxin; Vero cells, Shiga toxin protein synthesis inhibition reporter; inhibition, % at 38.7 µM; 290,000 compounds, 9.2% hits; AID 2315, 2010; in the data active = inhibition mostly above about 28%, no sharp cut-off; inactive = mostly below about 43%; also: 0% is about no effect
AMA1 RON2 block: qHTS for Inhibitors of AMA1-RON; Towards Development of Antimalarial Drug Lead: Primary Screen; Potency, µM (top dose mostly 58.2 µM), inactives show at the top dose activity change, negative = inhibition, actives largely listed as inhibitors; 360,000 compounds, 0.2% hits; AID 720542, 2013; AlphaScreen AMA1-biotinylated RON2 peptide binding;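 also: potency is read from the fitted curve at half-maximal effect; 0% = vehicle wells and -100% = peptide control; nearly all actives have a fitted effect of over 45% in size; some results filed as inactive show a strong effect at the top dose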
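AMA1 (3D7) with his tag at 25 nM final met compounds first, then biotinylated RON2 peptide at 25 nM; detection used donor plus acceptor beads, 10 µg/mL apiece, read by AlphaScreen after 30 min at room temperature.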
Cycloheximide cs: Cycloheximide Counterscreen for Small Molecule Inhibitors of Shiga Toxin | max response, % | 300,000 compounds, 12% hits | cell reporter, cycloheximide protein synthesis inhibition counterscreen; in the data active = max response mostly above about 13%, no sharp cut-off; inactive = mostly below about 14%; also: read at 38.3 µM for the half of the compounds with a filed dose; 0% is about no effect
Pf growth 48h: Primary qHTS for delayed death inhibitors of the malarial parasite plastid, 48 hour incubation | P. falciparum luciferase growth in erythrocytes, 48 h | Potency, µM (top dose mostly 28.7 µM), for the others: at the highest dose activity change, negative = inhibition, actives largely listed as inhibitors | 310,000 compounds, 5.9% hits; also: potency is read from the fitted curve at half-maximal effect; % is scaled to controls: 0 for no effect and ±100 for the full control effect
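A one-generation exposure of luciferase-tagged malaria parasites in RPMI 1640/Albumax erythrocyte culture, 37 C and 5% CO2. Inhibition is inferred from decreased luminescence after adding detection reagent.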
LmPK inhibitor: qHTS Assay for Inhibitors of Leishmania Mexicana Pyruvate Kinase (LmPK). Q27686. purified LmPK, Kinase-Glo ATP luminescence, 1 h. Potency, µM (highest dose often 57.5 µM), without a hit: at the top dose activity change, negative = inhibition, actives largely listed as inhibitors. 290,000 compounds, 0.37% hits. AID 1721, 2009; also: potency is read from the fitted curve at half-maximal effect; % is scaled to controls: 0 for no effect and ±100 for the full control effect
Target sequence (Q27686 whole entry, looked up): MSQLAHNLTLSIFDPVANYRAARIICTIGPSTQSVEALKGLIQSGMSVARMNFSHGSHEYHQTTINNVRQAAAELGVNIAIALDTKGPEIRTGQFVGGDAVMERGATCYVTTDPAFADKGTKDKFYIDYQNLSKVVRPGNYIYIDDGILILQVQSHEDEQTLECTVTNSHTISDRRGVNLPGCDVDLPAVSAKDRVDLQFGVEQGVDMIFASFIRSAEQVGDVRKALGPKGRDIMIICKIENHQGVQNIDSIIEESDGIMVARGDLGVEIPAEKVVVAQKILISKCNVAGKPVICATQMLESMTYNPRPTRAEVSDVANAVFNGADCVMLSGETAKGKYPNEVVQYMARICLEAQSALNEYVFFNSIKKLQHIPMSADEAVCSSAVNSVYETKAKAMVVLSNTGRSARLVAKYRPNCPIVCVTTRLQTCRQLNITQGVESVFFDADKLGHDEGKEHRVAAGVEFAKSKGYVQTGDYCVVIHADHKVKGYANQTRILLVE
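qHTS format; LmPK 0.1 nM; substrates PEP 0.5 mM and ADP 0.1 mM. One-hour room-temperature incubation, then coupled luciferase luminescence; 0.5 nM enzyme wells mark activation.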
* = called active by the depositor; u = inconclusive; x = not tested or not shown; [ ] = remark or other dose. Unless noted, calls follow the shape of the dose curve; as a rule, active = well fitted curve in the direction sought with a large enough effect; inconclusive = small, poorly fitted or top-dose-only effect, or another doubt; inactive = no such curve, though single readings can be large; an effect the other way counts as inactive or inconclusive.

Start of the data: the first 2 entries, to show the layout:
SMILES	Tb PYK inh	Pf growth 96h	Shiga toxin inh	AMA1 RON2 block	Cycloheximide cs	Pf growth 48h	LmPK inhibitor
NS(=O)(=O)c1ccc(CCNc2ncnc3c2c(-c2ccccc2)cn3-c2ccc(F)cc2)cc1	-9%	u	10	-6%	-3	u	2%
Cc1ccc(CN2CCSCC2)cc1	18%	-90%	-9	-27%	-1	45%[activator]	-11%

Main list (from the top)
SMILES	Tb PYK inh	Pf growth 96h	Shiga toxin inh	AMA1 RON2 block	Cycloheximide cs	Pf growth 48h	LmPK inhibitor
NS(=O)(=O)c1ccc(CCNc2ncnc3c2c(-c2ccccc2)cn3-c2ccc(F)cc2)cc1	-9%	u	10	-6%	-3	u	2%
Cc1ccc(CN2CCSCC2)cc1	18%	-90%	-9	-27%	-1	45%[activator]	-11%
NNC(=O)Cn1c(SCc2ccccc2)nc2ccccc21	-4%	u	-13	29%	-3	x	-7%
COc1ccc(Nc2ccc([N+](=O)[O-])cc2[N+](=O)[O-])cc1	2%	134%[activator]	-6	u	-7	15%	6%
Cc1noc(/C=C/c2ccco2)c1S(=O)(=O)N1CCC(C(=O)NCc2ccco2)CC1	-5%	x	-7	-8%	0	13µM*	3%
CC(=O)NCCC(=O)Nc1ccc(C(N)=O)cc1	-9%	15%	18	-5%	-5	15%	-6%
COc1ccc(NC(=O)CSc2nnc(Cc3ccc(C)cc3)c(=O)n2N)cc1OC	-11%	0%	x	18%	x	-2%	x
CCOC(=O)Cn1c(=O)c2c(nc3n2CCCCN3c2ccc(C)cc2)n(C)c1=O	1%	-27%[5.75 µM]	4	-1%	-3	-5%	0%
Cc1ccc(-c2cn(CCN)c(-c3ccncc3)n2)cc1	-5%	u	x	-1%	x	u	x
COC(=O)c1ccc(C(=O)NC2CCSc3ccccc32)cc1 (centres undefined)	-4%	-15%	-7	3%	1	-11%	-1%
OCCCCNc1cccc2ccccc12	1%	u	32	-18%	13	u	-2%
CCCn1c(N)c(N(CCOC)C(=O)c2cccc(Cl)c2)c(=O)[nH]c1=O	7%	64%[activator]	25	-2%	1	25%	-2%
COc1ccc(CCNC(=O)CCC(=O)N2CCOc3ccc(Cl)cc32)cc1OC	1%	-26%	5	-4%	-1	-21%	-8%
CCC(C)NC(=O)C1=CCN(S(=O)(=O)c2ccc(C)cc2)CC1 (centres undefined)	-7%	-15%	-16	-5%	-4	-15%	1%
COc1ccc(N(CC(=O)N/N=C/c2cccnc2)S(=O)(=O)c2ccc(C)cc2)cc1OC	-8%	u	15	-1%	13	-10%	-13%
Cc1cc(C)nc(Nc2n[nH]c(-c3ccc(C(C)(C)C)cc3)n2)n1	-14%	6%	-5	35%[activator]	-2	u	3%
Cc1cccc(-c2cc(C(=O)NCCCn3ccnc3)c3ccccc3n2)c1	x	u	27	x	-4	u	0%
Cc1cc2c(C)nc(-c3ccccc3)nc2o1	-1%	11%	107*	11%	39*	195%[activator]	-4%
CCN(Cc1ccccc1)C(=O)COC(=O)CNC(=O)c1ccc(C)s1	-13%	13%	-23	12%	6	0%	-7%
Cc1cc(=O)[nH]c(Sc2c(-c3ccccc3)c3ccccc3[nH]c2=O)n1	-11%	98%[activator]	-5	2%	-4	u	-6%

Pulled by structure from above:
SMILES	Tb PYK inh	Pf growth 96h	Shiga toxin inh	AMA1 RON2 block	Cycloheximide cs	Pf growth 48h	LmPK inhibitor
CC(=O)NCCC(=O)Nc1ccc(C(N)=O)cc1	-9%	15%	18	-5%	-5	15%	-6%
OCCCCNc1cccc2ccccc12	1%	u	32	-18%	13	u	-2%
Cc1noc(/C=C/c2ccco2)c1S(=O)(=O)N1CCC(C(=O)NCc2ccco2)CC1	-5%	x	-7	-8%	0	13µM*	3%
Cc1cc2c(C)nc(-c3ccccc3)nc2o1	-1%	11%	107*	11%	39*	195%[activator]	-4%
COC(=O)c1ccc(C(=O)NC2CCSc3ccccc32)cc1 (centres undefined)	-4%	-15%	-7	3%	1	-11%	-1%
CCOC(=O)Cn1c(=O)c2c(nc3n2CCCCN3c2ccc(C)cc2)n(C)c1=O	1%	-27%[5.75 µM]	4	-1%	-3	-5%	0%

Additional compounds follow.
SMILES	Tb PYK inh	Pf growth 96h	Shiga toxin inh	AMA1 RON2 block	Cycloheximide cs	Pf growth 48h	LmPK inhibitor
COc1ccccc1N1CCN(Cc2ccc(F)cc2)CC1	-7%	u	15	-8%	-1	-2%	0%
COCCc1nc2ccc(C(=O)NCc3cccc(-n4cccn4)c3)cc2o1	-6%	u	7	9%	4	-19%	-6%
COc1ccc(Oc2nc3ccccc3n3cccc23)cc1	-17%	31%[activator]	-4	-2%	1	3%	10%
Cc1cc(C)cc(NC(=S)NC2CC3CCCC(C2)N3C2CC2)c1 (centres undefined)	3%	0%	-3	0%	1	u	0%
CCOc1ccc(NC(=O)CN(C)c2nnnn2-c2ccccc2)cc1OCC	0%	-10%	-4	13%	-2	3%	-7%
COc1cc(O)cc2c1C(=O)OC(C)CCCC(=O)CCC/C=C\2 (centres undefined)	-3%	3%	-12	2%	3	23%	-4%
CC1CCCCC12NC(=O)N(CC(=O)N1CCN(S(=O)(=O)c3ccc4c(c3)CCC4)CC1)C2=O (centres undefined)	2%	-23%	x	0%	x	u	x
C=CCn1c(SCC(=O)NC2CCCC2)nc2c([nH]c3ccccc32)c1=O	-7%	37%[activator]	20	-6%	-2	100%[activator]	-2%
CCc1nnc(NC(=O)CSc2nnnn2-c2cccc(C(=O)OC)c2)s1	-10%	5%	-6	7%	-3	-3%	-1%
COc1ccc(S(=O)(=O)N2CCOCC2)cc1NC(=O)CSc1ncnc2ccccc12	1%	u	2	4%	-3	u	4%
COC(=O)[C@H]1[C@@H](C)N(Cc2ccccc2)C(=O)N[C@H]1c1cccc(C(F)(F)F)c1	-7%	x	x	1%	x	x	-2%[11.5 µM]
COc1ccc(CNC(=O)COC(=O)C2CCN(S(=O)(=O)c3ccccc3C(F)(F)F)CC2)cc1	-4%	-11%	-13	0%	-3	-12%	0%
CCN(CC)S(=O)(=O)c1ccc(N2CCOCC2)c(NC(=O)COc2ccc(Cl)cc2)c1	-1%	u	-1	-1%	-7	u	5%
O=C(CCc1nc(-c2ccc(Cl)cc2)no1)NC1CCCC1	-1%	29%	-5	-3%	14	14%	-4%
Cc1cc(/C=C2/C(=N)N3C(=NC2=O)SN=C3S(C)(=O)=O)c(C)n1-c1ccc(F)cc1	-10%	-18%	36	-1%	17	u	-2%[11.5 µM]
O=C(Nc1cccc(Cl)c1)N1CCc2ccccc2C1	1%	u	35*	0%	34*	101%[activator]	-2%
CC(C)c1cc(C(N)=O)c(NC(=O)c2cccc(COc3ccc(Cl)cc3)c2)s1	1%	x	200*	-1%	70*	144%[activator]	0%
CC(CCc1ccccc1)NC(=O)CC(C)c1ccccc1 (centres undefined)	3%	u	-3	-1%	-2	2%	0%
COc1ccccc1/C=N/n1nnnc1N	-22%	114%[activator]	19	15%	2	36%[activator]	1%
Cc1cccc(N2C(=O)CC(=O)NC2=O)c1	-10%	23%	-8	12%	-2	-6%	-4%

Profiles, looked up by structure. Values in the order: Tb PYK inh	Pf growth 96h	Shiga toxin inh	AMA1 RON2 block	Cycloheximide cs	Pf growth 48h	LmPK inhibitor
`COc1ccccc1N1CCN(Cc2ccc(F)cc2)CC1` across the screens: -7%	u	15	-8%	-1	-2%	0%
`C=CCn1c(SCC(=O)NC2CCCC2)nc2c([nH]c3ccccc32)c1=O` across the screens: -7%	37%[activator]	20	-6%	-2	100%[activator]	-2%

(further entries)
SMILES	Tb PYK inh	Pf growth 96h	Shiga toxin inh	AMA1 RON2 block	Cycloheximide cs	Pf growth 48h	LmPK inhibitor
O=C(C1=NNC2C(=O)N(c3ccccc3)C(=O)C12)c1nc(Cl)ccc1Cl (centres undefined)	-1%	3%	-13	7%	-4	9%	-3%
CCn1c(=O)c(C(=O)NCc2ccccc2Cl)c(O)c2ccccc21	2%	u	-7	27%	1	82%[activator]	3%
Cc1cccn2c(=O)c3cc(C(=O)N4CCCCC4)sc3nc12	0%	10%	23	11%	-1	5%	-2%
O=C(c1ccc([N+](=O)[O-])cc1)N(C1=NCCCCS1)c1ccccc1	0%	x	3	-3%	-2	-10%	-4%
COc1ccc(NC(=S)N2CCc3ccccc3C2)cc1	-7%	-7%	28	-9%	12	-5%	5%
O=C(NCc1cccnc1)C(=O)N/N=C/c1ccc([N+](=O)[O-])cc1	0%	u	-3	0%	4	16%	0%
C/C(=N\NC(=O)CNC(=O)C(c1ccccc1)c1ccccc1)c1ccc(C)cc1	x	0%	-1	x	-6	-3%	3%
CCN(CC)CC(O)CN1C(=O)NC(C)(C)C1=O (centres undefined)	-2%	55%[activator]	-6	-1%	1	10%	1%
CCOC(=O)C1CCN(C(=O)Nc2ccc3oc(C)nc3c2)CC1	2%	x	28	-4%	5	148%[activator]	2%
Cc1ccc(-c2nnc(N3CCC(C)CC3)c3ccccc23)cc1C	4%	u	-10	-18%	1	13µM*	1%
Cc1ccccc1OCC(=O)OCC(=O)Nc1ccc(S(N)(=O)=O)cc1	0%	u	-7	-25%	-2	2%	-1%
O=C(c1ccc(N2CCCCS2(=O)=O)cc1)N1CCN(c2ccccc2F)CC1	-7%	11%	-3	-6%	10	u	6%
Cc1cc(C)cc(N(CC(=O)NC2CCCCC2)C(=O)c2csnn2)c1	-7%	33%[activator]	15	-2%	-5	-9%	-6%
CNC(=S)Nc1cc(C)ccc1OC(F)F	-6%	u	-12	-6%	-1	8%	-9%
Cc1c(C(=O)N2CCOCC2)c(S(=O)(=O)Nc2ccc(C(C)C)cc2)c(C)n1C	-8%	10µM*	-3	-6%	-4	-17%	6%
Cc1cc(=O)n2[nH]c(C)c(-c3ccc(Cl)cc3)c2n1	1%	-68%	2	-3%	1	u	1%
COCCN1CCN(C(=O)C2CCC(=O)N(Cc3ccc(Cl)cc3)C2)CC1 (centres undefined)	0%	9%	-11	-1%	7	17%	-6%
CC1C(=O)N2CCCc3cc(NC(=O)C(=O)NCc4ccc5c(c4)OCO5)cc1c32 (centres undefined)	0%	7.4µM*	x	-1%	x	8.3µM*	x
CSCCC(NC(=O)c1ccccc1Cl)C(=O)NCC(c1ccco1)N1CCCCC1 (centres undefined)	6%	7.4µM*	x	16%	x	15µM*	x
Cc1ccc(S(=O)(=O)NN2C(=O)/C(=C/c3cccs3)SC2=S)cc1	-10%	11%	-5	2%	-1	9%	1%

Bioassay records as filed in PubChem BioAssay.
